High-throughput results deposited in PubChem by The Scripps Research Institute Molecular Screening Center.
Tn7 DDE FP: inhibitors of Tn7 peptide binding to fibrin DD(E), primary screen, biochemical, fluorescence polarization, human fibrin, Tn7 probe | Fibrinogen beta chain (Homo sapiens), P02675 | FP displacement of FITC-Tn7 peptide from fibrin DD(E); 0% = median of compound wells per plate | inhibition, % at 8.3 µM | 0.13% of 370,000 active | AID 720508, 2013;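 active = inhibition above the mean of compounds falling within the control limits plus 3 SD of them, cut at about 14% in these data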;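 also: 0% = plate median of compound wells and 100% = 10 µM Aha-Tn7 peptide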
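Assay system: Human fibrin DD(E) protein | Medium: Tris buffer with calcium and detergent, pH 7.8 | Reagent: 0.1 µM fluorescent Tn7 | Compound dosing: Single point at 8.3 µM | Times: 10 min preincubation, 3 h with tracer, room temperature | Detection: Fluorescence polarization of the labelled Tn7 tracer | Controls: Aha-Tn7 high control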
ASAP1 inh: inhibitors of human ASAP1 ArfGAP activity, primary screen, biochemical, fluorescence polarization; 0.19% of 360,000 active; inhibition, % at 16.5 µM; ASAP1-stimulated ARF1 GTP hydrolysis, GDP FP detection; Arf-GAP with SH3 domain, ANK repeat and PH domain-containing protein 1 (Homo sapiens), …; AID 624377, 2012; in the data active = inhibition above about 25%;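 also: 0% = vehicle with enzyme and substrate and 100% = no enzyme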
proKLK7 act: proKLK7 zymogen activators, primary screen, biochemical, fluorescence intensity | Kallikrein-7 (Homo sapiens), P49862 | purified proKLK7, EDANS-DABCYL substrate fluorescence; 100% is mature enzyme control, 0% vehicle | activation, % at 7 µM | 0.9% of 370,000 active;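 active = activation above the mean of all tested compounds plus 3 SD, computed per campaign excluding outliers beyond control limits, cut at about 13% in these data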
Target sequence (P49862 whole entry, looked up): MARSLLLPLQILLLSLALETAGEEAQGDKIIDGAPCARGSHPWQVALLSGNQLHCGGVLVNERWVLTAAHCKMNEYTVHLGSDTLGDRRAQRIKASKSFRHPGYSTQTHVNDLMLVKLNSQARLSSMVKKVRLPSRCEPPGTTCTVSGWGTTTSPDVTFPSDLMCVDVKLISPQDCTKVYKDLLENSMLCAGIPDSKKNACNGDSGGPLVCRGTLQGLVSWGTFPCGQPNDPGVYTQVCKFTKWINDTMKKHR
ADAM10 inh: human ADAM10 inhibitors, primary screen, biochemical, QFRET, HTS; 0.62% of 370,000 active; Disintegrin and metalloproteinase domain-containing protein 10 (Homo sapiens), O14672; inhibition, % at 7 µM; recombinant ADAM10, EDANS/DABCYL FRET peptide cleavage, 3 h; AID 720582, 2013;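 active = inhibition above a per-campaign cutoff equal to the mean of compounds falling between control-based bounds plus 3 SD, cut at about 20% in these data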;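 also: 0% = DMSO wells while the 100% control is not disclosed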
Target sequence (O14672 214-748 limits assumed): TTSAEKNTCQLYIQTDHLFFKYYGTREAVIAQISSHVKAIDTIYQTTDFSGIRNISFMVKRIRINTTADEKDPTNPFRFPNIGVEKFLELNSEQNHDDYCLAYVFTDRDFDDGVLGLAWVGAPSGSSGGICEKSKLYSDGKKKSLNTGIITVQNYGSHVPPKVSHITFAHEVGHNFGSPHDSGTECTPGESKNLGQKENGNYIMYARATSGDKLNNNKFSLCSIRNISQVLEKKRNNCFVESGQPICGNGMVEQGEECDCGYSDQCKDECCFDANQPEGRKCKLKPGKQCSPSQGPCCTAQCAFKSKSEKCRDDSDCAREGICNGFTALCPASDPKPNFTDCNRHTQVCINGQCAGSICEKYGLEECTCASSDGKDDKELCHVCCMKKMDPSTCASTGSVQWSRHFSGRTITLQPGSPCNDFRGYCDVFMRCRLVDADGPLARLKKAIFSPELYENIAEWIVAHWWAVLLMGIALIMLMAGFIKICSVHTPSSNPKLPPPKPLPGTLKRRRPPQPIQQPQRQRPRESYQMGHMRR
ADAM17 inh: ADAM17 inhibitors, primary screen, biochemical, QFRET. inhibition, % at 6.95 µM. AID 720648, 2013. recombinant ADAM17, EDANS/DABCYL FRET peptide cleavage. 0.83% of 370,000 active;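 active = inhibition above the mean of compounds lying between control limits plus 3 SD, set per campaign, cut at about 8.5% in these data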;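 also: 0% = DMSO-only wells as the low control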
DDE Tn6 FP inh: inhibitors of Tn6 peptide binding to fibrin DD(E), primary screen, biochemical, fluorescence polarization, human fibrin, Tn6 probe. Fibrinogen beta chain (Homo sapiens), P02675. Fibrin DD(E) TRITC-Tn6 fluorescence polarization displacement. inhibition, % at 8.3 µM. 0.21% of 370,000 active. AID 720509, 2013;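 active = inhibition above a per-campaign cutoff: mean of compounds within control limits plus 3 SD, cut at about 15% in these data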;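 also: 0% = median of all compound wells on the plate and 100% = blocking peptide control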
ARFGAP1 inhibitor: inhibitors of rat ARFGAP1 GAP activity, primary screen, biochemical, fluorescence polarization, GDP tracer | inhibition, % at 16.5 µM | 0.26% of 360,000 active | ADP-ribosylation factor GTPase-activating protein 1 (Rattus norvegicus), Q62848 | Arfgap1-stimulated ARF1 GTP hydrolysis, GDP FP detection;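 active = inhibition above a per-plate limit, mean inhibition of low control wells plus 3 SD, cut at about 25% in these data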;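 also: 0% = DMSO wells with enzyme and 100% = wells lacking Arfgap1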
Target sequence (Q62848 1-136 limits assumed): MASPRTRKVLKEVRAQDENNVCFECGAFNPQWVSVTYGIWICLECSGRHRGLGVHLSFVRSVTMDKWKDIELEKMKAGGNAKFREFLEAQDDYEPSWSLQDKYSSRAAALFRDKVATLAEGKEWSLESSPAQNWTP
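System: truncated rat Arfgap1 GAP domain / Medium: HEPES-based buffer, pH 7.5 / Also added: N-terminally truncated human ARF1-GTP substrate / Incubation: enzyme reaction 120 min at 25 °C after 20 min preincubation / Measured by: FP of antibody-bound GDP Alexa 633 tracer, ex 620/em 688 nm / Replicates: singlicate, each compound tested once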
LEDGF integ inh: blockers of LEDGF/p75-dependent integrase strand transfer – biochemical, TR-FRET, high throughput, primary screen; HIV-1 integrase (with human LEDGF/p75); TR-FRET IN-LEDGF/p75 DNA integration, Eu/Cy5; inhibition, % at 3.7 µM; 0.64% of 370,000 active; AID 743269, 2014;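 active = inhibition above the screen-wide mean plus 3 SD, cut at about 13% in these data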;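 also: signal is the Cy5 over europium emission ratio at 671 and 618 nm; 0% = plate median of compound wells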
TDP2 inh: human TDP2 enzyme inhibitors, primary screen, biochemical, epi absorbance, recombinant enzyme. Tyrosyl-DNA phosphodiesterase 2 (Homo sapiens), O95551. T5PNP hydrolysis, p-nitrophenol absorbance 415 nm. inhibition, % at 12.8 µM. 0.34% of 370,000 active. AID 720702, 2013;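 active = inhibition above the mean of all tested compounds plus 3 SD, set per campaign, cut at about 25% in these data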;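 also: 0% = DMSO with enzyme and 100% = buffer with substrate but no TDP2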
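Incubation: 2 h at 37 °C; Test system: recombinant human TDP2; Quantity: enzyme 120 nM; Read-out basis: percent inhibition; Medium: 50 mM Tris-HCl pH 7.5 with Mg2+, KCl, DTT, BSA; Repeats: single replicate; Compound: 12.8 µM single point, 1% DMSO; Signal: epi absorbance; Reagent: 5 mM T5PNP chromogenic substrate; Benchmarks: no-enzyme high, DMSO-plus-enzyme low.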
PLC-gamma1 inh: PLC-gamma1 enzyme inhibitors, primary screen, biochemical, fluorescence, purified enzyme; 1-phosphatidylinositol 4,5-bisphosphate phosphodiesterase gamma-1 (Homo sapiens), P19174; fluorogenic substrate; inhibition, % at 12.2 µM; 0.84% of 370,000 active; AID 720700, 2013; in the data active = inhibition above about 9.5%
* hit, by the source's call; i = inactive.

SMILES	Tn7 DDE FP	ASAP1 inh	proKLK7 act	ADAM10 inh	ADAM17 inh	DDE Tn6 FP inh	ARFGAP1 inhibitor	LEDGF integ inh	TDP2 inh	PLC-gamma1 inh
Cn1c(=O)c2cc(S(=O)(=O)N3CCOCC3)ccc2n(C)c1=O	-4	-3	-0.4	-5	-1	-1	5	5	5	4
Cc1ccc(NS(=O)(=O)c2cccc3cccnc23)c(Cl)c1	-3	-6	-0.3	7	1	-5	-5	-1	-27	7
N#Cc1ccc(OCC(=O)N2CCN(S(=O)(=O)c3cccc(Cl)c3)CC2)cc1	-11	5	-0.1	-5	2	-5	3	3	-15	1
Cc1ccc(S(=O)(=O)N2[C@@H](c3ccc(C#N)cc3)C(C(=O)O)=C[C@H]2CC2CCCC2)cc1	8	2	-0.1	-2	0	1	3	0	1	-2
Cn1c(N)c(C(c2ccccc2)c2c(N)n(C)c(=O)n(C)c2=O)c(=O)n(C)c1=O	-4	-6	0.4	-5	-3	9	7	0	-2	0
CCN1CCN(C(=O)c2cc3cc(F)ccc3[nH]2)CC1	8	-2	0.8	-10	-8	6	9	-6	-8	-5
NC(=O)Cn1nnc(-c2ccccc2NC(=O)c2cnccn2)n1	2	7	0.0	-4	-7	9	10	1	5	1
S=C(Nc1cccc(Cl)c1)N(CCCN1CCCC1)Cc1cccn1Cc1ccc(Cl)cc1	-8	11	-0.2	-2	0	-4	2	3	-3	6
c1ccc2c(c1)nc1n2CCS1	5	5	0.4	-5	-8	2	24	2	-2	-1
CCOc1ccc(-c2cc(N3C(=O)Nc4ccccc4N3O)on2)cc1	4	13	0.1	-4	-2	0	-5	2	-2	2
Cc1ccnc(SCc2nc3ccccc3s2)n1	3	22	0.3	0	-2	0	-9	1	11	-1
COc1ccccc1N1CCN(C(=S)Nc2ccc3nc(N4CCOCC4)cc(C)c3c2)CC1	4	12	11	i	-161	11	5	-6	-3	-316
Cc1cccc(N2CCN(C(=O)NCc3ccc(F)cc3)CC2)c1C	-3	-2	0.8	0	0	1	-13	4	-12	-2
CCN(CC)CCCN(Cc1cc2cc3c(cc2[nH]c1=O)OCO3)C(=S)NC	3	-8	2.0	-227	-89	6	-7	-1	-2	-21
COC(=O)C1=C(Nc2ccc(OC)cc2)C=C(C)C(C(=O)OC)C1c1ccc(C)cc1 (configuration not stated)	0	-11	-27	-7	-4	-1	-6	-5	-10	-38
CNC(=S)N1C2CCCC1CC(NC(=O)c1ccc(F)cc1)C2 (configuration not stated)	-6	-11	-0.2	5	0	-1	11	-8	-12	0
COC(=O)c1ccc(NC(=O)c2ccc3nsnc3c2)cc1	4	11	-0.1	-1	1	-9	2	-2	9	2
COc1ccc(Cl)cc1NC(=O)CSc1nc(=O)n(CCN(C)C)c2c1CCCC2	1	-6	0.9	-9	-1	-5	-1	-1	-4	3
CCCc1c(OCCCCc2nn[nH]n2)ccc(C(C)=O)c1O	1	9	0.7	3	-2	0	5	5	-5	-7
Cc1cc(C(=O)CCC(=O)Nc2cccc(F)c2)c(C)s1	1	1	0.0	-12	1	-3	9	-3	-2	3
C=CCNC(=S)NC(CC(=O)OC)c1ccc2c(c1)OCO2 (configuration not stated)	-7	3	0.4	3	-1	0	5	0	-1	3
COc1cccc(CN(C)C(=O)c2ccc3c(=O)n4c(nc3c2)CCC4)c1	1	5	-0.1	-8	-2	-1	-17	2	4	-2
C/C=C(/C)C(=O)O[C@@H]1c2c(ccc3ccc(=O)oc23)O[C@@H]1C(C)(C)OC(=O)/C(C)=C\C	4	6	-0.5	-38	-10	-3	6	-1	-2	-2
O=C(Oc1ccccc1)N1CCCC1	6	-20	0.9	-2	-4	5	0	-1	3	4
O=C(O)/C=C/C(=O)Nc1ccc(N2CCOCC2)nc1N1CCOCC1	6	1	0.2	-12	-1	6	10	0	-3	-9
COc1ccc(CCNC(=O)COC(=O)c2cc3ccccc3oc2=O)cc1OC	4	3	1.1	-21	-10	0	-10	-1	5	-3
Cc1nc(-c2ccc(Cl)cc2)sc1C1(C)CC(c2ccncc2)=NO1 (configuration not stated)	-4	11	-0.2	3	-3	-5	5	2	-12	6
O=C(Cc1ccc(F)cc1)Nc1ccccc1N1CCCC1	6	-9	0.0	4	-5	-10	7	-1	-6	-4
CC(C)CC1c2[nH]c3ccccc3c2CCN1C(=O)c1cnccn1 (configuration not stated)	1	-11	2.6	-23	-7	-3	0	5	2	-22
CC1(C(=O)NS(=O)(=O)c2ccc(Cl)cc2)CCN1C(=O)Cc1cccc2ccccc12 (configuration not stated)	-10	-19	-0.1	3	5	-3	-4	5	-8	1
Cc1ccc(C(=O)NCCc2nnc3ccc(SCC(=O)Nc4nnc(C)s4)nn23)cc1	-4	3	1.2	-36	-6	7	6	-4	0	-8
Cc1c(C(=O)N2CCCCC2)c(S(=O)(=O)N2CCC(C)CC2)c(C)n1C	1	-14	-0.2	1	2	-11	2	-1	5	4
Cc1cc2nccc(-c3ccccn3)n2n1	-1	-6	1.1	-8	0	2	0	-1	8	-5
COCCNC(=O)C(c1cccs1)N(Cc1cccs1)C(=O)Cn1nnc2ccccc21 (configuration not stated)	1	-5	-0.6	-1	-4	2	-5	0	-12	0
CCOC(=O)C(NC(C)=O)(Nc1ccc(S(=O)(=O)Nc2cc(C)nc(C)n2)cc1)C(F)(F)F (configuration not stated)	5	0	0.3	2	-4	-9	-16	-3	9	2
COc1ccccc1C(=O)NCC(=O)OCc1nnc(-c2ccccc2)o1	-4	12	0.1	1	-2	0	1	2	-5	-3

Reprinted from the part before: 2 compounds; new compounds follow.
SMILES	Tn7 DDE FP	ASAP1 inh	proKLK7 act	ADAM10 inh	ADAM17 inh	DDE Tn6 FP inh	ARFGAP1 inhibitor	LEDGF integ inh	TDP2 inh	PLC-gamma1 inh
CCOC(=O)C(NC(C)=O)(Nc1ccc(S(=O)(=O)Nc2cc(C)nc(C)n2)cc1)C(F)(F)F (configuration not stated)	5	0	0.3	2	-4	-9	-16	-3	9	2
COc1ccccc1C(=O)NCC(=O)OCc1nnc(-c2ccccc2)o1	-4	12	0.1	1	-2	0	1	2	-5	-3
COc1ccc(-n2c(N3CCN(C)CC3)nc3sc4c(c3c2=O)CCCCC4)cc1	-8	5	0.0	2	-2	-9	10	3	1	0
Cc1nc(-c2ccccc2)cn2c1nc1ccccc12	-4	3	9.1	i	-381	-2	10	-3	0	-325
CC(=O)Nc1ccc(S(=O)(=O)NNC(=O)c2ccc([N+](=O)[O-])cc2)cc1	4	9	-0.4	6	-13	1	0	1	-1	-2
CS(=O)(=O)NCCNc1ccc(Cl)cc1[N+](=O)[O-]	3	5	0.7	6	1	-1	4	0	13	4
CC(C)(C)OC(=O)N1CCC(C(=O)Nc2cccc(C(=O)NCc3ccccc3)c2)CC1	-1	7	1.0	-5	3	1	3	-2	-2	1
CN1C(C(=O)NCC2CC2)CC2Cn3c(nc4ccccc43)C21 (configuration not stated)	-1	-5	-0.3	-17	-6	-13	6	4	-9	7
COc1ccc(CN2C(=O)C(CC(=O)NC3CCCC3)CC(C(=O)N(C(C)C)C(C)C)=C2C)cc1 (configuration not stated)	2	2	-1.0	-11	0	0	-2	0	-2	4
CCN=C1NN=C(c2ccc(C)cc2)CS1	-4	3	0.4	-5	-1	8	-5	1	-2	-5
Cn1cc(Br)c(C(=O)n2cc(Br)cn2)n1	-4	7	0.6	-4	0	2	9	-3	-1	1
CC(C)N1CCC1(C)C(=O)Nc1ccccc1OC(F)F (configuration not stated)	-7	-2	-0.5	9	9.9*	-3	4	1	-13	7

Arranged by SMILES length (highest first): part of the list above.
SMILES	Tn7 DDE FP	ASAP1 inh	proKLK7 act	ADAM10 inh	ADAM17 inh	DDE Tn6 FP inh	ARFGAP1 inhibitor	LEDGF integ inh	TDP2 inh	PLC-gamma1 inh
CCOC(=O)C(NC(C)=O)(Nc1ccc(S(=O)(=O)Nc2cc(C)nc(C)n2)cc1)C(F)(F)F (configuration not stated)	5	0	0.3	2	-4	-9	-16	-3	9	2
CC(C)(C)OC(=O)N1CCC(C(=O)Nc2cccc(C(=O)NCc3ccccc3)c2)CC1	-1	7	1.0	-5	3	1	3	-2	-2	1
COc1ccc(-n2c(N3CCN(C)CC3)nc3sc4c(c3c2=O)CCCCC4)cc1	-8	5	0.0	2	-2	-9	10	3	1	0
COc1ccccc1C(=O)NCC(=O)OCc1nnc(-c2ccccc2)o1	-4	12	0.1	1	-2	0	1	2	-5	-3
CS(=O)(=O)NCCNc1ccc(Cl)cc1[N+](=O)[O-]	3	5	0.7	6	1	-1	4	0	13	4
CC(C)N1CCC1(C)C(=O)Nc1ccccc1OC(F)F (configuration not stated)	-7	-2	-0.5	9	9.9*	-3	4	1	-13	7
Cc1nc(-c2ccccc2)cn2c1nc1ccccc12	-4	3	9.1	i	-381	-2	10	-3	0	-325
Cn1cc(Br)c(C(=O)n2cc(Br)cn2)n1	-4	7	0.6	-4	0	2	9	-3	-1	1
CCN=C1NN=C(c2ccc(C)cc2)CS1	-4	3	0.4	-5	-1	8	-5	1	-2	-5
